Screening data deposited in PubChem by The Scripps Research Institute Molecular Screening Center.
OXTR agonist = human OXTR agonists, primary screen, fluorescence, CHO-OTR cells, Fluo-8 calcium; Oxytocin receptor (Homo sapiens), P30559; Fluo-8 calcium fluorescence; normalized: DMSO 0%, oxytocin 100%; 320,000 compounds, 0.32% hits; activation, % at 3 µM; AID 2435, 2010;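 active means activation above the mean of all tested compounds plus 3 SD, cutoff set per screening run, cut at about 20% in these data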;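 further: peak over basal fluorescence ratio from a 100 s FLIPR kinetic read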
Target sequence (P30559 whole entry, looked up): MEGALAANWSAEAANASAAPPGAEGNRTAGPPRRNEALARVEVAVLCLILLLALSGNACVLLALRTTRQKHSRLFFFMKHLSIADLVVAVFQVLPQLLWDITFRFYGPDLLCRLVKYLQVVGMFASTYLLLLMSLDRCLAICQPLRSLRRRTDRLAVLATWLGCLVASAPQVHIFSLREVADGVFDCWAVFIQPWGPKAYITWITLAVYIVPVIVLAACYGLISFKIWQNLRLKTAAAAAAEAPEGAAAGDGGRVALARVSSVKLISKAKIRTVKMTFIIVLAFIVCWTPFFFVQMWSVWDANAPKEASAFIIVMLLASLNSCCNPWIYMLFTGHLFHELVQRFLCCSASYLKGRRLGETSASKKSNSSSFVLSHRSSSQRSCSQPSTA
CHRM1 PAM = human M1 muscarinic receptor positive allosteric modulators, primary screen, CHO-K1 cells, Fluo-8 calcium fluorescence, 1536-well; Muscarinic acetylcholine receptor M1 (Homo sapiens), P11229; CHO-K1 hM1, ACh EC20; 0% = ACh EC20, 100% = maximal ACh; activation, % at 3 µM; 360,000 compounds, 0.088% hits; AID 588819, 2011; in the data active means activation above about 19%, passing the limit was not always enough
M1 ag = human M1 muscarinic receptor agonists, primary screen, Fluo-8 calcium fluorescence, CHO-K1 cells, HTS; Muscarinic acetylcholine receptor M1 (Homo sapiens), P11229; CHO-K1 hM1, agonist mode; 0% DMSO, 100% acetylcholine EC100; activation, % at 3 µM; 360,000 compounds, 0.33% hits;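 active means activation above the run's mean compound activation plus 3 SD, cut at about 16% in these data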;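 further: peak over basal fluorescence ratio within a 140 s kinetic read after compound addition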
V1R ag counter = agonists of human V1a receptor, primary screen, counter-screen for OXTR agonist project, fluorescence, CHO-V1R cells; Vasopressin V1a receptor (Homo sapiens), P37288; Fluo-8 calcium fluorescence, agonist mode; 0% DMSO, 100% 3 nM vasopressin; activation, % at 3 µM; 320,000 compounds, 0.25% hits;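 active means activation above the mean activation of all tested compounds plus 3 SD, per screening run, cut at about 20% in these data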;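 further: signal is peak over basal fluorescence ratio across a 100 second FLIPR read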
Target sequence (P37288 whole entry, looked up): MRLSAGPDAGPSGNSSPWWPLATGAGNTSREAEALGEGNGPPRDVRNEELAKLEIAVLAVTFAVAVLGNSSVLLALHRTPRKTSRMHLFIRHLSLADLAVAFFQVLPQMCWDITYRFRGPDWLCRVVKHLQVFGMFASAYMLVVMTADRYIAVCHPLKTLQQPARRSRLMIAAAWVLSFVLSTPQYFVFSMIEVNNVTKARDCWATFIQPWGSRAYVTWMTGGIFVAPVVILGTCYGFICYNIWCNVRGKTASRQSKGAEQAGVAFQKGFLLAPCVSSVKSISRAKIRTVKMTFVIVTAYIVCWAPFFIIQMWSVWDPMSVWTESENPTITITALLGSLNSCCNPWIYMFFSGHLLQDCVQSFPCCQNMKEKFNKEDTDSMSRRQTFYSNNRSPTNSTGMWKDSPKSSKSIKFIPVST
TAAR1 antagonist = human TAAR1 antagonists, primary screen, Fluo-8 calcium fluorescence, CHO RD-HGA16 cells. antagonist. inhibition, % at 3 µM. 360,000 compounds, 1.5% hits;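 active means inhibition above a per-plate cutoff, the mean inhibition of test compounds on that plate plus 3 SD, cut at about 49% in these data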;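 further: 0% = DMSO plus EC80 beta-PEA response and 100% = DMSO alone without agonist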
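Test system – hTAAR1-expressing CHO RD-HGA16 cells, Gα16-coupled · Also added – β-PEA at EC80 concentration, post-compound challenge · Compound – 3 µM, single point · Incubation – dye loading 75 min at 37 °C, then 30 min room temperature · Measured by – Fluo-8 intracellular calcium dye fluorescence, real-time kinetic reads · Benchmarks – vehicle and agonist controls · Replicates – singlicate, one well per test compound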
TAAR1 ag = human TAAR1 agonists, primary screen, Fluo-8 calcium fluorescence, CHO RD-HGA16 cells; vehicle wells 0%, saturating PEA agonist 100%; 360,000 compounds, 0.99% hits; AID 624467, 2012; activation, % at 3 µM;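 active means activation above the mean activation of all test compounds in the run plus 3 SD, cut at about 38% in these data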
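System: CHO-derived RD-HGA16 cells with stable Gα16 and human TAAR1. Times: 17-24 h plating, Fluo-8 75 min 37 °C, 30 min RT. Measured by: calcium-sensitive Fluo-8 signal, excitation 470-495, emission 515-575 nm. Read-out basis: % activation relative to PEA EC100 response. Control set: DMSO and PEA EC100. Repeats: no replicates (n 1).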
OXTR potentiator = human OXTR potentiators, primary screen, fluorescence, CHO-OTR cells, Fluo-8 calcium; Fluo-8 calcium fluorescence, potentiator mode; 0% = oxytocin EC15, 100% = EC100; activation, % at 3 µM; Oxytocin receptor (Homo sapiens), P30559; AID 2445, 2010; 320,000 compounds, 0.061% hits;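 active means activation above that plate's cutoff, the mean activation of tested compounds plus 3 SD, cut at about 6.6% in these data, passing the limit was not always enough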;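 further: 100% uses oxytocin at 75 nM as the full agonist control; some results filed as inactive read as strong as hits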
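assay system = CHO-OTR cells, human receptor | schedule = compound 6 min at room temperature before oxytocin, 100 s read | detection = Fluo-8 intracellular calcium fluorescence, ex 470-495, em 515-575 nm | evaluation = normalized max/min fluorescence ratio, % activation | control set = EC15 oxytocin alone as 0%, 75 nM oxytocin (EC100) as 100%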
CHO parental Ca = ATP-evoked calcium signal inhibitors, parental CHO, primary screen, counter-screen for OX1R antagonist project, cell-based, fluorescence, Fluo-8 calcium dye. inhibition, % at 5.6 µM. parental CHO-K1, ATP-induced calcium, Fluo-8 fluorescence. 330,000 compounds, 0.63% hits;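 active means inhibition above that plate's mean sample inhibition plus 3 SD, cut at about 26% in these data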;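 further: 0% = ATP-challenged DMSO wells and 100% = DMSO wells without ATP; some compounds past the cut are filed as inactive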
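Assay system – parental CHO cells · Reagent – ATP stimulus · Detection – intracellular calcium via Fluo-8 no-wash fluorescent dye · Evaluation – percent inhibition of ATP-evoked calcium rise, normalized to controls · Controls – ATP wells versus no-ATP DMSO wells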
M1 antag = human M1 muscarinic receptor antagonists, primary screen, CHO-K1 cells, Fluo-8 calcium fluorescence, 1536-well | Muscarinic acetylcholine receptor M1 (Homo sapiens), P11229 | CHO-K1 hM1, ACh EC80 antagonist | inhibition, % at 3 µM | 360,000 compounds, 1.3% hits | AID 588852, 2011;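 active means percent inhibition above its own plate's cutoff, namely the mean of that plate's compound wells plus 3 SD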;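 further: peak over basal fluorescence ratio during 140 s after agonist addition; 0% = ACh EC80 plus DMSO and 100% = DMSO alone without agonist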
An asterisk follows results filed as active; x = not tested or not shown.

canonical_smiles	OXTR agonist	CHRM1 PAM	M1 ag	V1R ag counter	TAAR1 antagonist	TAAR1 ag	OXTR potentiator	CHO parental Ca	M1 antag
CCCCc1ccc(NC(=O)c2ccc(N(C)S(C)(=O)=O)cc2)cc1	15	13	1	6.2	-21	26	-6	69*	-12
CC1=C(C(=O)Nc2ccc(Cl)cc2)C(c2cccs2)n2nnnc2N1 (stereo not drawn)	1.0	10	-5	-0.2	3	20	3	-12	-6
O=C(O)c1ccc(NS(=O)(=O)c2ccc(N3CCCC3)c([N+](=O)[O-])c2)cc1	1.0	4	-3	0.6	4	1	-1	4	-6
CC1(c2ccccc2)NC(=O)N(CC(=O)N2CCN(S(=O)(=O)c3cccs3)CC2)C1=O (stereo not drawn)	0.9	7	-3	-0.1	-21	2	-3	-1	-7
O=C(c1ccco1)N1CC2(CC(c3ccc(Cl)cc3)=NO2)CN1Cc1ccc(Br)cc1 (stereo not drawn)	x	1	-4	x	-27	0	x	x	-6
COc1ccc(CCNC(=O)CSc2nc(=O)n3cccc(C)c3n2)cc1OC	-0.2	4	-3	-0.1	-20	1	-7	-20	-21
Cc1sc2nc(SCC(=O)N(C)Cc3ccccc3)n(-c3ccccc3)c(=O)c2c1C	-1.2	5	-3	0.5	30	0	-4	-18	-8
O=C(c1cc(-c2ccc(Cl)s2)nc2ccccc12)N1CCOCC1	-0.8	2	2	0.4	23	5	-5	-10	-12
N#Cc1c(NC(=O)c2ccncc2)sc2c1CCC2	1.9	1	-3	2.5	x	x	0	-11	-1
Cc1cc(NS(=O)(=O)c2ccc(NC(=O)c3ccc(Br)o3)cc2)nc(C)n1	0.4	10	-4	1.2	-16	7	-5	-17	-4
COc1cccc2cc(C(=O)Nc3cc(Cl)ccc3N3CCOCC3)c(=O)oc12	0.8	5	-1	1.5	x	x	-5	-5	-17
Cc1ccc(NC(=O)c2nc[nH]c2C(=O)NCCCCCCNC(=O)c2[nH]cnc2C(=O)Nc2ccc(C)cc2)cc1	0.3	3	-5	0.3	-7	3	1	-5	4
COc1ccc(COC(=O)c2ccc3c(=O)n4c(nc3c2)CCC4)cc1F	4.6	x	x	4.0	12	1	-7	-6	x
COc1ccc(-c2noc(CN(C)Cc3ccccc3)n2)cc1	-2.3	2	-1	-0.4	-38	1	-9	-11	0
O=C(COc1cccnc1[N+](=O)[O-])Nc1ccccc1Sc1ccccc1	-2.2	2	-5	-0.6	-3	2	0	-17	-4
N#Cc1ccc(-c2ccc3nccn3c2)cc1	x	0	-4	x	-12	-1	x	x	-3
CC1CC(C)CN(C(=O)c2ccc(NC(=O)c3ccc(=O)[nH]c3)cc2)C1 (stereo not drawn)	-1.0	8	8	0.8	-2	2	-10	-3	9
O=C(Nc1cc(Cl)ccc1O)c1snnc1-c1ccccc1	13	-7	0	10	31	6	-22	30	22
CCOc1cccc(/C=N/N=C/c2cccc(OCC)c2O)c1O	x	16	3	x	3	2	x	x	-14
O=C(Nc1ccc(S(=O)(=O)N2CCCCCC2)cc1)c1ccc(Br)o1	-0.2	-3	-1	1.9	24	10	-7	1	-3
O=C(c1cccc([N+](=O)[O-])c1)c1cc2ccccc2o1	-2.5	3	-6	-1.5	-1	-2	3	-8	-16
CC(=O)N(CN1C(=O)c2ccccc2C1=O)c1cccc(C)c1	-0.6	11	-2	0.9	1	0	-16	-18	-13
O=S(=O)(Nc1ccc(N2CCCCC2)cc1)c1ccccc1F	0.2	0	-6	-0.7	-13	0	-4	-14	-3
CCOC(=O)CCc1c(C)c2ccc(OCC(=O)OC(C)C)cc2oc1=O	2.1	2	-2	5.1	5	16	-15	-6	0
COc1cc(NC(=O)C2CC2)c(OC)cc1NC(=O)CCC(=O)NC1CCN(Cc2ccccc2)CC1	-1.0	7	-14	0.3	-12	2	-22	6	3
CCc1noc(C)c1C(=O)Nc1ccc(C)c(S(=O)(=O)N2CCCCCC2)c1	-0.3	-2	-4	1.4	25	12	-8	-9	4
COc1ccc2sc(N(CCCN(C)C)C(=O)c3ccc(S(=O)(=O)N4CCc5ccccc5C4)cc3)nc2c1	5.9	17	1	3.7	10	40*	-3	-15	-17
Cc1ccc(-c2nn(CC(=O)NCc3cc(-c4nn(C)c(=O)c5ccccc45)ccc3C)c(=O)c3ccccc23)cc1	-0.9	3	-4	0.9	-14	5	-5	-13	-2
Cc1ccc(-c2c3c(=O)n(C)c(=O)n(C)c3cn2Cc2cccnc2)cc1	-0.1	-7	-2	-0.5	-15	2	-4	-6	19
O=C(COc1ccc(/C=N/NC(=O)C(=O)N2CCCCCC2)cc1)Nc1ccccc1Cl	0.0	-5	-5	5.8	20	13	-8	-9	10
CC1CCC(NC(=O)C(Cc2ccccc2)n2cccc2)CC1 (stereo not drawn)	-0.3	-4	-5	-1.1	-17	-3	-5	-26	9
Cc1ccc([C@H]2C(C(=O)O)=CC[C@@H](c3ccc(Cl)c(Cl)c3)N2S(=O)(=O)c2ccc(C)cc2)cc1	-0.4	4	-6	0.6	-8	1	-5	-16	-5
Cn1c(=O)[nH]c(=O)c2c1nc(SCC(O)CCl)n2Cc1ccccc1 (stereo not drawn)	0.5	7	-3	0.8	3	4	-10	-12	-4
Cc1cccc(-c2cc3nc(C)cc(NCCCn4ccnc4)n3n2)c1	-0.4	8	-6	0.8	5	7	-4	-15	-6
N#CCOC(=O)C1c2ccccc2Oc2ccccc21	-1.4	13	-4	-1.1	-8	-1	-1	-14	-8
CCn1c(Cc2ccc(OC)cc2)nnc1SCC(=O)Nc1nc2ccccc2s1	-0.5	2	-2	2.1	13	16	-6	-7	6
CN(C)CCOC(=O)Cc1ccc(Cl)cc1	1.8	0	-4	0.8	-5	5	-2	-3	-21
Cc1scc(-c2n[nH]c(=S)n2C(C)c2ccccc2)c1C (stereo not drawn)	-1.8	-18	-15	-1.5	-7	0	-2	-21	-2
O=C(Nc1ccccc1)Nc1ccccc1C(=O)NCC1CC1	-1.2	8	-1	-0.8	-2	0	-6	-16	-12
CCCNC(=O)C1(C)CCN1C(=O)c1ccccc1CCc1ccccc1 (stereo not drawn)	x	7	-5	x	-14	1	x	x	-17
O=C(NN=C1CCCC1)c1[nH]c2ccc(Cl)cc2c1-c1ccccc1	3.3	9	-4	0.9	-12	23	-13	-30	-11
CCCS(=O)(=O)N1CCC(C(=O)NCc2ccc(F)cc2)CC1	-0.7	15	-1	0.5	-20	0	-2	3	-15
CCCNC(=O)c1onc(CSc2ccc(F)cc2)c1C(=O)NCC1CC1	-1.8	7	-5	-0.3	12	15	5	-28	-7
CCCc1ccc(C(=O)CN2C(=O)C(=O)N(C3CCCC3)C2=O)cc1	-0.3	-2	-6	0.9	0	0	-7	-14	-7
CC(C)(C)OC(=O)NCCc1onc(-c2ccccc2F)c1C(=O)O	x	4	-4	x	-25	1	x	x	-11

Compound profiles (already shown). Order of screens: OXTR agonist, CHRM1 PAM, M1 ag, V1R ag counter, TAAR1 antagonist, TAAR1 ag, OXTR potentiator, CHO parental Ca, M1 antag
CC(C)(C)OC(=O)NCCc1onc(-c2ccccc2F)c1C(=O)O across the screens: x, 4, -4, x, -25, 1, x, x, -11
O=C(NN=C1CCCC1)c1[nH]c2ccc(Cl)cc2c1-c1ccccc1 across the screens: 3.3, 9, -4, 0.9, -12, 23, -13, -30, -11

Continued.
canonical_smiles	OXTR agonist	CHRM1 PAM	M1 ag	V1R ag counter	TAAR1 antagonist	TAAR1 ag	OXTR potentiator	CHO parental Ca	M1 antag
C/C(=N/NC(=O)CNC(=O)CCc1ccccc1)c1ccc(Cl)c(Cl)c1	-1.7	13	-5	-1.3	-16	-2	2	-11	-28
O=C1CCCN1c1ccc(Br)cc1	-0.3	0	-5	-0.3	5	10	9	-4	4
COc1cc([N+](=O)[O-])ccc1NC(=O)CN1CCc2cc(OC)c(OC)cc2C1	x	9	-3	x	-7	2	x	x	2
CC1CCC(=O)N(CCOc2ccccc2)CC1 (stereo not drawn)	-0.2	-6	-3	-0.2	9	4	2	-15	19
CC(OC(=O)c1ccc2c(=O)n3c(nc2c1)CCCCC3)C(=O)Nc1ccc(Cl)cn1 (stereo not drawn)	0.8	4	-4	0.1	5	3	0	-12	0
COC(=O)Cn1c2ccccc2c2nc(=O)cc(C)n21	-1.6	8	-2	-0.2	15	9	-14	-4	0
COc1ccccc1CNc1cccc(C)n1	x	-3	-9	x	-12	0	x	x	21

Quoted from the listing:
In TAAR1 ag, O=C1CCCN1c1ccc(Br)cc1 is entered as 10
In M1 ag, COc1ccc(-c2noc(CN(C)Cc3ccccc3)n2)cc1 is entered as -1
